Assay outcomes: PubChem BioAssay, several laboratories
M4 PAM – CHRM4 positive allosteric modulation. P08173. CHO-K1 hM4/Gqi5, Fluo-8 calcium fluorescence, ACh EC20; 0% = ACh EC20, 100% = maximal ACh. activation, % at 3 µM. actives 0.4% (n = 360,000). AID 624126;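 active = activation above its plate's cutoff, the mean activation of sample wells plus 3 SD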; note: some results filed as inactive read as strong as hits
Target sequence (P08173 whole entry, looked up): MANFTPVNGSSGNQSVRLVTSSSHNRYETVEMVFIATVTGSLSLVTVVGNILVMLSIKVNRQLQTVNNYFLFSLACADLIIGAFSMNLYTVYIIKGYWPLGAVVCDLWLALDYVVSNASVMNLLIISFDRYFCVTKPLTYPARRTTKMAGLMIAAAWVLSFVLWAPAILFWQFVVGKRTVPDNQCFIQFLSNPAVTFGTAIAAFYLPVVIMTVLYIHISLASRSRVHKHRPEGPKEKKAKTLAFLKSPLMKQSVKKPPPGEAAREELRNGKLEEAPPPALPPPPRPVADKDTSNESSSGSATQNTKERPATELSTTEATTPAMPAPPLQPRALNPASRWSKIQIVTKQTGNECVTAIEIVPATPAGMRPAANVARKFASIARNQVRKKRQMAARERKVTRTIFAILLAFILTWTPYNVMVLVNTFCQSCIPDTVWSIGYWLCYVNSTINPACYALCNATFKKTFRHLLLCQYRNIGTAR
CHRM4 agonist – CHRM4 agonism in calcium assay. P08173. activation, % at 3 µM. CHO-K1 hM4/Gqi5, Fluo-8 calcium fluorescence; vehicle 0%, full acetylcholine response 100%. actives 0.14% (n = 360,000);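 active = activation above the run mean over all test wells plus 3 SD, cut at about 32% in these data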;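 note: peak over basal fluorescence ratio per well then scaled between controls; 0% = DMSO wells and 100% = acetylcholine at EC100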
M1 PAM – positive allosteric modulators of human M1 muscarinic receptor; P11229; CHO-K1 hM1, Fluo-8 calcium fluorescence, ACh EC20; 0% = ACh EC20, 100% = maximal ACh; activation, % at 3 µM; actives 0.088% (n = 360,000); in the data active = activation above about 19%, passing the limit was not always enough
CHRM5 agonist – agonists of human muscarinic M5 receptor (CHRM5); actives 0.19% (n = 360,000); AID 624037; CHO-K1 hM5 cells, Fluo-8 calcium fluorescence; 0% DMSO wells, 100% maximal acetylcholine response; activation, % at 3 µM;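 active = activation above the run's mean over test compounds plus 3 SD, cut at about 23% in these data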;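 note: signal is peak over basal fluorescence ratio across the kinetic read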
Target sequence (P08912 whole entry, looked up): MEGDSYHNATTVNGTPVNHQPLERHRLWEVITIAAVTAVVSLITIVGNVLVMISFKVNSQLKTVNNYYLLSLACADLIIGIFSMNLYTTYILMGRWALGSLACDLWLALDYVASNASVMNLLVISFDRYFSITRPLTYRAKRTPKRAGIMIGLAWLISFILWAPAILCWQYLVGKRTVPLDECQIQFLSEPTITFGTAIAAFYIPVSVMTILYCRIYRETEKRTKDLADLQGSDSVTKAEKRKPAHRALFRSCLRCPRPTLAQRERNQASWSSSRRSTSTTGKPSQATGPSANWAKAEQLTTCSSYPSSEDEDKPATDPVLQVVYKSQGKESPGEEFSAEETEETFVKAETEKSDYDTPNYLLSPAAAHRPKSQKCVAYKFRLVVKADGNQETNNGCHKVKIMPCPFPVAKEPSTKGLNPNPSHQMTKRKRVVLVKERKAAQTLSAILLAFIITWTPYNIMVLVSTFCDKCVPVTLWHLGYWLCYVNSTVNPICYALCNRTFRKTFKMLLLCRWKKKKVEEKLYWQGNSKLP
CRFR2-BP antag – CRF-BP/CRF-R2 complex antagonism; actives 0.59% (n = 350,000); HEK293 CRF-R2/CRF-BP, CRF-induced calcium fluorescence; inhibition, % at 11.8 µM;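 active = inhibition of the ligand-induced calcium signal above about 50% at the single tested concentration, limit read from the data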
CHRM4 antagonist – CHRM4 antagonism in calcium assay | P08173 | CHO-hM4 cells, ACh EC80, Fluo-8 calcium fluorescence | inhibition, % at 3 µM | actives 0.73% (n = 360,000) | AID 624125;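 active = inhibition above its plate's cutoff, the mean inhibition of sample wells plus 3 SD, cut at about 27% in these data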;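 note: 0% = acetylcholine EC80 with DMSO and 100% = DMSO without agonist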
M5 antag – CHRM5 antagonism in calcium assay; actives 0.59% (n = 360,000); CHO-hM5 cells, Fluo-8 calcium fluorescence, ACh EC80; inhibition, % at 3 µM;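 active = inhibition above a per-plate cutoff, the mean of that plate's test compounds plus 3 SD, cut at about 27% in these data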;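 note: 0% = acetylcholine EC80 with DMSO and 100% = DMSO without agonist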
CRFR2-BP ag – CRF-BP/CRF-R2 complex agonism. AID 588473. HEK293 CRF-R2/CRF-BP, calcium dye fluorescence (FLIPR); percent of saturating CRF peptide response. actives 0.46% (n = 350,000). activation, % at 13.2 µM;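 active = activation of at least 50%, plus an integration ratio under a set limit after plate pattern correction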;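 note: plate controls were neutral control wells without compound for no effect and CRF at EC100 for full effect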
M5 PAM – positive allosteric modulators of human muscarinic M5 receptor. P08912. CHO-K1 hM5, Fluo-8 calcium, ACh EC20 PAM; 0% = ACh EC20, 100% = ACh EC100. activation, % at 3 µM. actives 0.3% (n = 360,000);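 active = activation above the run cutoff, the mean activation of all test compounds plus 3 SD, cut at about 18% in these data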
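Assay system – human M5 receptor in CHO-K1 cells · Read-out – % activation, ACh-normalized · Technique – Fluo-8 calcium fluorescence · Dosing – single-point, 3 µM nominal · Incubation – Fluo-8 loading 80 min at 37 °C plus 30 min room temperature · Repeats – singlicate, one well per test compound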
Numbers without * were called inactive; nt = no result given. Rows were taken by chance, and some 2.6% of all compounds hit somewhere here.

SMILES	M4 PAM	CHRM4 agonist	M1 PAM	CHRM5 agonist	CRFR2-BP antag	CHRM4 antagonist	M5 antag	CRFR2-BP ag	M5 PAM
COc1ccc(CNC(=O)C2CCN(c3cc(C(=O)Nc4cccc(OC)c4)ccn3)CC2)cc1	-2	9	-2	-3	-3	4	20	-0.3	-10
COc1ccc([C@H]2CC(=O)C=C(c3cccc(CO)c3)C2)cc1OC	-1	8	-1	5	3	3	10	-2.2	-12
COc1ccc(C(C#N)=Cc2ccccc2OC)cc1	2	-2	5	-8	30	-13	16	2.0	-7
CCOc1ccc(NC(=O)CN(C)C(=O)C2(c3ccccc3)CC2)cc1OCC	6	0	5	-3	-3	5	3	-0.9	4
Cc1cc(S(=O)(=O)N(Cc2ccc(C(C)C)cc2)CC2CCCO2)ccc1-n1cnnn1 (stereo not drawn)	-12	2	-10	-2	7	-4	4	0.3	-6
COc1ccc(C(=O)Sc2ccc(Cl)cc2)cc1OC	19	0	-1	-4	-6	0	-3	1.7	3
COc1ccccc1-n1cc(-c2ccc(C)cc2)[nH]c1=S	-2	1	2	-2	5	-15	-1	-0.4	-4
CC1=C(C(N)=O)C(c2ccccc2[N+](=O)[O-])n2ncnc2N1 (stereo not drawn)	-1	1	14	-2	13	2	13	0.1	-3
COCc1cc(S(=O)c2ccc(Cl)cc2)nc(C)n1 (stereo not drawn)	5	0	5	-2	2	-13	18	0.2	-1
CCOc1ccc(NC(C)C(=O)N/N=C/c2cccs2)cc1 (stereo not drawn)	7	0	5	0	-8	2	9	-1.0	-8
O=C1CCc2cc(S(=O)(=O)NCCc3ccccc3)cc3c2N1CC3	2	3	4	5	13	3	5	-0.8	-2
N#Cc1ccsc1NC(=O)CCc1ccccc1	1	8	7	2	0	-1	3	0.0	5
O=C(CN1C(=O)c2cccnc2Oc2ccc(Cl)cc21)N1CCCC1	-5	0	3	-3	-3	-1	4	-0.6	-1
CC(C)(C)c1ccc(/C=N/Nc2cccc(C(=O)O)c2)cc1	-7	0	-1	-1	8	-1	7	-1.5	2
Cn1c(=O)[nH]c(=O)c2c1nc(NCCCO)n2CCCc1ccccc1	9	1	3	1	0	-11	-6	0.5	-1
COC(=O)c1c(N)c(C#N)c(C)n1-c1ccccc1	1	0	2	-2	2	4	9	0.1	3
CCC(=O)c1ccc(OCC(=O)c2ccc3c(c2)NC(=O)CO3)cc1	1	3	11	7	-3	13	-8	-0.3	10
COc1ccc(O)c(C(=O)c2cnc3c(c2)c(C)nn3CCO)c1	6	2	4	-1	12	-3	-6	0.1	8
Cc1cc(=O)nc2c3ccccc3n(CC(=O)NC(C)c3ccc4c(c3)OCCO4)n12 (stereo not drawn)	-2	4	-3	-2	1	5	4	-1.5	-5
CCOc1ccccc1OCCCC(=O)NC1=NCCS1	7	1	8	-4	-9	-1	7	7.3	2
O=C(c1ccc(Cl)cc1)C1CCCN(C(=O)/C=C/c2ccccn2)C1 (stereo not drawn)	-9	1	-8	0	-8	8	3	-3.8	-2
CC1(Cc2ccc(OC(F)(F)F)cc2)C(=O)Nc2ccc(S(=O)(=O)NC3CCCCC3)cc21 (stereo not drawn)	3	2	4	1	nt	-1	0	nt	-2
COc1ccc(-n2ncc3c(NCc4ccco4)ncnc32)cc1	4	0	4	-1	-17	-11	-2	-1.6	-2
CCOC(=O)COc1ccc(S(=O)(=O)NCc2ccncc2)cc1	-4	12	-11	10	3	7	26	-0.8	-22
O=C(c1cc(-c2cccc(Cl)c2)nc2ccccc12)N1CCCC1	-3	9	-4	-3	-13	-9	15	-2.2	-16
COC(=O)[C@@]12CCCN1[C@H](c1ccc(-c3ccc(Cl)c(Cl)c3)c(OC)c1)[C@H]1C(=O)N(C)C(=O)[C@H]12	-1	2	7	0	-3	2	-7	4.0	8
COCCNc1nc(Oc2ccc(C(N)=O)cc2)c2sccc2n1	8	4	1	0	nt	-7	-3	nt	-6
CCCNC(=O)Nc1cccc(C(=O)OC)c1	-18	13	-7	2	4	0	10	2.0	-10
CC1CCCN(CC(O)COC(c2ccccc2)c2ccccc2)C1 (stereo not drawn)	-5	4	-33	-10	-8	-1	4	0.1	-1
COc1ccccc1CNC(=O)CCCC(=O)n1nc(C)c2ccccc21	-2	3	6	-1	2	5	-1	-0.2	2

The list goes on; the last 4 above are carried over.
SMILES	M4 PAM	CHRM4 agonist	M1 PAM	CHRM5 agonist	CRFR2-BP antag	CHRM4 antagonist	M5 antag	CRFR2-BP ag	M5 PAM
COCCNc1nc(Oc2ccc(C(N)=O)cc2)c2sccc2n1	8	4	1	0	nt	-7	-3	nt	-6
CCCNC(=O)Nc1cccc(C(=O)OC)c1	-18	13	-7	2	4	0	10	2.0	-10
CC1CCCN(CC(O)COC(c2ccccc2)c2ccccc2)C1 (stereo not drawn)	-5	4	-33	-10	-8	-1	4	0.1	-1
COc1ccccc1CNC(=O)CCCC(=O)n1nc(C)c2ccccc21	-2	3	6	-1	2	5	-1	-0.2	2
COc1ccc(CN(C)C(=O)CNC(=O)CNC(=O)c2ccc(Cl)cc2Cl)cc1F	-5	0	-9	-2	-2	6	20	0.3	-3
Cc1cc(C(=O)N/N=C\c2ccc(COc3ccc([N+](=O)[O-])cc3)o2)ccc1[N+](=O)[O-]	-8	4	-5	-5	7	-3	5	-0.6	-14
COc1ccc(C2/C(=C(/O)c3ccccc3)C(=O)C(=O)N2CCO)cc1 (stereo not drawn)	3	0	6	-1	10	10	-9	0.1	-1
COc1ccc(NCC(=O)n2c(C)c(C)c3ccccc32)cc1	3	4	8	1	-11	0	7	-0.2	4
Cc1cccc(CCNC(=O)CCS(=O)(=O)c2ccc(Br)cc2)c1	13	1	8	0	-16	-10	1	1.0	-2
FC(F)(F)c1ccc(N2CCN(c3ncnc4c3nnn4Cc3ccccc3Cl)CC2)cc1	7	2	6	1	-13	18	-7	1.1	3
O=C(NNC(=O)c1cc2cc(Br)ccc2oc1=O)c1ccc(O)cc1	-1	0	12	2	-2	1	-5	-1.2	-2
COC(=O)Cc1ccc(NC(=S)NCCSc2ccc(C)cc2)cc1	-7	5	0	-3	4	-11	-4	-1.3	-4
CC(Oc1cccc(Cl)c1)C(=O)Nc1ccc(N2CCOCC2)cc1N1CCOCC1 (stereo not drawn)	2	4	3	-1	-20	-5	7	-1.8	-6
CCOC(=O)Nc1sc(C(=O)N(C)C)c(C)c1C(=O)OCC	15	-1	10	3	-7	7	-5	-0.5	2
CCCCCNC(=O)c1ccc2c(=O)n(CC3CCCO3)c(=S)[nH]c2c1 (stereo not drawn)	2	2	17	1	3	-10	-2	-0.8	3
Nc1ncnc2c1ncn2[C@@H]1O[C@H](C(=O)N[C@@H](CO)c2ccccc2)[C@@H](O)[C@H]1O	-3	1	-2	-1	nt	-2	-4	nt	-8
CCCCS(=O)(=O)N1CCC(C(=O)Oc2ccccc2OC)CC1	2	7	8	7	6	-12	-12	-0.2	-3
CC(C)(C)[C@@H]1COC(=O)[C@H](Cc2ccc(F)cc2)C/C=C\C[C@@H](CC(=O)NCCO)C(=O)N1	10	0	11	1	-7	1	-2	-1.4	5
CSc1nc2sc3c(c2c(=O)n1CC(C)C)CC(C)(C)OC3	-4	0	7	-1	-13	4	0	-1.1	2

A different layout for some results above:
Every second line gives: M4 PAM, CHRM4 agonist, M1 PAM, CHRM5 agonist, CRFR2-BP antag, CHRM4 antagonist, M5 antag, CRFR2-BP ag, M5 PAM
COc1ccc(NCC(=O)n2c(C)c(C)c3ccccc32)cc1
    3, 4, 8, 1, -11, 0, 7, -0.2, 4
Cc1cccc(CCNC(=O)CCS(=O)(=O)c2ccc(Br)cc2)c1
    13, 1, 8, 0, -16, -10, 1, 1.0, -2

Following part:
SMILES	M4 PAM	CHRM4 agonist	M1 PAM	CHRM5 agonist	CRFR2-BP antag	CHRM4 antagonist	M5 antag	CRFR2-BP ag	M5 PAM
O=C(NCCCO)C(=O)NCC1OCCCN1S(=O)(=O)c1cccs1 (stereo not drawn)	3	1	1	-5	4	-17	-16	-1.1	2
COC(=O)c1cc(Br)c(=O)n(-c2nccs2)c1	28*	1	8	-1	11	-15	-12	-0.3	5
CC1CCN(c2ncccc2C(=O)O)CC1	13	1	6	1	-2	-8	-12	0.3	7
CN(C)C1=NC[C@H](Cc2ccccc2)N1CCc1ccc(F)cc1	4	1	-2	-10	-10	-1	2	0.1	4
Cc1cc(C(=O)N(C)CC(=O)Nc2ccc(F)c(F)c2F)no1	5	0	-2	-4	3	-9	4	-0.3	-5
CCSc1nnc(NC(=O)CN2C(=O)C3CC=CCC3C2=O)s1 (stereo not drawn)	4	1	8	0	6	-10	-11	-1.4	3
O=C(Nc1ccccc1N1CCN(C(=O)c2ccc(Cl)cc2)CC1)c1cccc(F)c1	-7	9	4	-2	-4	8	3	2.5	-9
Cc1ccc(-c2nc(P(=O)(c3ccccc3)c3ccccc3)c(N3CCOCC3)o2)cc1	6	0	10	2	-5	-3	-5	-3.0	2
NS(=O)(=O)c1ccc(-c2ccc(/C=N/NC(=O)c3ccc([N+](=O)[O-])cc3)o2)cc1	20	1	19	1	6	-10	2	-1.9	4
CCN1CCN(c2nc3sc4c(c3c3ncnn23)CC(C)CC4)CC1 (stereo not drawn)	-9	1	-11	-2	-8	0	0	-0.6	4
Cc1cc2nc(C(C)(C)C)c(Cc3ccsc3)n2c(C)c1Br	-9	-1	nt	1	nt	-17	-6	nt	-10
Cc1ccccc1OCC(=O)OCC(=O)Nc1ccc(Cl)cn1	2	-1	2	-2	5	1	17	-0.1	-18
C[C@H]1CN([C@@H](C)CO)S(=O)(=O)c2ccc(C#CC3CC3)cc2O[C@H]1CN(C)C(=O)c1cccnc1	6	2	9	1	-14	-13	5	0.3	-4
CCc1ccccc1NC(=O)NNC(=O)CCc1ccc(OC)cc1	2	1	6	-1	-5	2	-1	-0.4	4
CCOc1ccc(C(C(=O)NC2CCCC2)N(CCCO)C(=O)c2ccc(-c3ccccc3)[nH]2)cc1 (stereo not drawn)	-6	9	4	-2	-2	-11	5	-3.3	-2
COc1ccc2c(c1)nc(CN1CCN(CCO)CC1)n2C	-1	1	10	-5	5	8	12	1.1	4
CSCc1ccc(C(=O)Nc2cc(C)cc(C)c2)cc1	-3	-1	1	-7	24	0	4	1.6	-6
O=C(CCc1ccccc1)NNC(=S)NCc1ccc(Cl)cc1	5	3	9	-2	14	-2	17	0.8	-2
CN1CCC(=NNC(=O)c2ccco2)CC1	-1	1	3	-6	-4	-9	-10	1.1	8
COCCCNC(=O)Cn1c(=O)n(Cc2ccc(F)cc2)c(=O)c2sccc21	1	1	5	8	8	-3	0	0.4	17
CCn1c(COc2ccccc2C)nnc1SCC(=O)N1CCN(c2ccccc2)CC1	0	8	-10	1	23	1	-3	-3.8	-8
COC(=O)c1sc(Nc2ccccc2)nc1C	-1	-1	4	-5	-2	6	-8	-0.6	2
CCN(C(=O)COC(=O)CNC(=O)c1cccc(C)c1)c1c(N)n(Cc2ccccc2)c(=O)[nH]c1=O	12	2	16	1	5	-3	4	-1.0	2
COc1cccc2cc(C(=O)NCc3ccccc3)c(=N)oc12	-3	1	3	0	-24	-12	-13	-17	6
Cc1cc(C)nc(NC(=O)c2ccc(Cl)c([N+](=O)[O-])c2)n1	-1	1	5	1	6	-11	0	-1.5	5
Cc1ccc(-c2ccc(=O)n(CCC(=O)N3CCN(c4ccccc4)CC3)n2)cc1	-3	6	-3	-3	-5	7	13	-1.1	-6
O=C(CNC(=O)c1ccc(Cl)c([N+](=O)[O-])c1)NCC1CCCO1 (stereo not drawn)	5	0	5	-2	-5	-3	-5	1.4	3
